# From PubChem
# Tn6 DDE FP: DD(E)-Tn6 binding inhibition, primary FP screen. hit rate 0.21% among 370,000. P02675. Fibrin DD(E) TRITC-Tn6 fluorescence polarization displacement. AID 720509. inhibition, % at 8.3 µM;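 active means inhibition above a per-campaign cutoff: mean of compounds within control limits plus 3 SD, cut at about 15% in these data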;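 further: 0% = median of all compound wells on the plate and 100% = blocking peptide control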
# ADAM17 inh: inhibits human ADAM17; P78536; recombinant ADAM17, EDANS/DABCYL FRET peptide cleavage; inhibition, % at 6.95 µM; hit rate 0.83% among 370,000; AID 720648;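 active means inhibition above the mean of compounds lying between control limits plus 3 SD, set per campaign, cut at about 8.5% in these data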;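 further: 0% = DMSO-only wells as the low control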
# Target sequence (P78536 215-824 limits assumed): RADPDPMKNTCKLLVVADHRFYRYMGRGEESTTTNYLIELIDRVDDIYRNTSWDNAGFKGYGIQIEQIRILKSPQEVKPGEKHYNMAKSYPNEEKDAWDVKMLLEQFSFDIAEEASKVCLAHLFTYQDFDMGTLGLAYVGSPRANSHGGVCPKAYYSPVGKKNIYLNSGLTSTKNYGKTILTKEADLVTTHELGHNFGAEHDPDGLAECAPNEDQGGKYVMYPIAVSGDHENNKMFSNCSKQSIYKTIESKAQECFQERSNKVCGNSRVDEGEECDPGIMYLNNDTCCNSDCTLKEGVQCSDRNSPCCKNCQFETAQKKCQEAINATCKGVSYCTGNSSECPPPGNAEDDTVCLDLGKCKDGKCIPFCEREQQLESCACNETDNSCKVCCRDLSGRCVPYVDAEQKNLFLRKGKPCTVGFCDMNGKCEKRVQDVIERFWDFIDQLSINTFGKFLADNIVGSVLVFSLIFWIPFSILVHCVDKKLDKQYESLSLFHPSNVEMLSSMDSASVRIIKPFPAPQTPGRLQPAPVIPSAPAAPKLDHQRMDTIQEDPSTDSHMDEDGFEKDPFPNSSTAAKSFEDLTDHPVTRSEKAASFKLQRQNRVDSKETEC
# ASAP1 inh: blocks human ASAP1-stimulated Arf1 GTP hydrolysis | GDP FP detection | inhibition, % at 16.5 µM | hit rate 0.19% among 360,000 | AID 624377; in the data active means inhibition above about 25%;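 further: 0% = vehicle with enzyme and substrate and 100% = no enzyme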
# PLCg1 inh: PLC-gamma1 (human) inhibition, primary screen | hit rate 0.84% among 370,000 | inhibition, % at 12.2 µM | purified PLC-gamma1, fluorogenic substrate, fluorescence; in the data active means inhibition above about 9.5%
# LEDGF integ inh: blocks HIV-1 LEDGF/p75-dependent DNA integration. hit rate 0.64% among 370,000. TR-FRET IN-LEDGF/p75 DNA integration, Eu/Cy5. inhibition, % at 3.7 µM;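 active means inhibition above the screen-wide mean plus 3 SD, cut at about 13% in these data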;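 further: signal is the Cy5 over europium emission ratio at 671 and 618 nm; 0% = plate median of compound wells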
# DDE Tn7 FP inh: disrupts Tn7 cyclic peptide binding to fibrin D-Dimer-E complex | P02675 | hit rate 0.13% among 370,000 | FP displacement of FITC-Tn7 peptide from fibrin DD(E); 0% = median of compound wells per plate | AID 720508 | inhibition, % at 8.3 µM;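 active means inhibition above the mean of compounds falling within the control limits plus 3 SD of them, cut at about 14% in these data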;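 further: 0% = plate median of compound wells and 100% = 10 µM Aha-Tn7 peptide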
#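 system = human fibrin DD(E) protein | quantity = DD(E) 2 µM final | medium = Tris/NaCl/CaCl2 buffer, pH 7.8 | also added = labelled Tn7 tracer, 0.1 µM | compound dosing = single point at 8.3 µM | timing = compound with protein 10 min, then 3 h after probe, room temperature | signal = FP measurement | benchmarks = Aha-Tn7 high control | repeats = one replicate per compound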
# ADAM10 inh: inhibits human ADAM10. hit rate 0.62% among 370,000. recombinant ADAM10, EDANS/DABCYL FRET peptide cleavage, 3 h. O14672. AID 720582. inhibition, % at 7 µM;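 active means inhibition above a per-campaign cutoff equal to the mean of compounds falling between control-based bounds plus 3 SD, cut at about 20% in these data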;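 further: 0% = DMSO wells while the 100% control is not disclosed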
# ARFGAP1 inhibitor: inhibits rat ARF GTPase activating protein 1 | hit rate 0.26% among 360,000 | inhibition, % at 16.5 µM | AID 651572 | Arfgap1-stimulated ARF1 GTP hydrolysis, GDP FP detection;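 active means inhibition above a per-plate limit, mean inhibition of low control wells plus 3 SD, cut at about 25% in these data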;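 further: 0% = DMSO wells with enzyme and 100% = wells lacking Arfgap1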
# Target sequence (Q62848 1-136 limits assumed): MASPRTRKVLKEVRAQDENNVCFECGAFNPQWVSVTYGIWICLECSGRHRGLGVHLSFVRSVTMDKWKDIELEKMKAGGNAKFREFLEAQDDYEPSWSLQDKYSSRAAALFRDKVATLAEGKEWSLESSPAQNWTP
#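 Material: rat Arfgap1 GAP domain (His6, aa 1-136), purified enzyme. Also added: human ARF1(Δ1-17)-GTP substrate. Compound dosing: 16.5 µM single point, 1.26% DMSO. Timing: enzyme reaction 120 min at 25 °C after 20 min preincubation. Signal: GDP detection by fluorescence polarization. Read-out basis: percent inhibition of GAP-stimulated GDP formation, scaled between DMSO and no-Arfgap1 medians.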
# TDP2 inh: blocks human TDP2 phosphodiesterase activity; recombinant TDP2, T5PNP hydrolysis, p-nitrophenol absorbance 415 nm; hit rate 0.34% among 370,000; O95551; inhibition, % at 12.8 µM;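 active means inhibition above the mean of all tested compounds plus 3 SD, set per campaign, cut at about 25% in these data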;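 further: 0% = DMSO with enzyme and 100% = buffer with substrate but no TDP2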
# Target sequence (O95551 whole entry, looked up): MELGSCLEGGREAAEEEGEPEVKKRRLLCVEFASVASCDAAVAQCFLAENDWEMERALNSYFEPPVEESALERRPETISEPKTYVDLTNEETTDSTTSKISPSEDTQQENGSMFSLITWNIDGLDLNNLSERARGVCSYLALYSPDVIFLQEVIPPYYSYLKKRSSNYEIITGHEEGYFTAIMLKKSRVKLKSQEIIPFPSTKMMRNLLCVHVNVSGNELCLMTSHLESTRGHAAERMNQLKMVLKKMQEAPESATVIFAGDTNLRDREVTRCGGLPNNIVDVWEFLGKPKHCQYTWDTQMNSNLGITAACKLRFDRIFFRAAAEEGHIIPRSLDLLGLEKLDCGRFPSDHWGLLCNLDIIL
#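 Test system: Human TDP2 enzyme | Reagent: 5 mM T5PNP | Compound dosing: 12.8 µM single point, 1% DMSO | Incubation: Enzyme reaction with compound for 2 h at 37 °C | Technique: p-Nitrophenol epi absorbance | Read-out: % inhibition relative to enzyme-containing and enzyme-free wells | Benchmarks: High control without enzyme, low control DMSO plus TDP2 | Replicates: Singlicate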
# KLK7 zymogen act: activators of human kallikrein-7 zymogen; P49862; hit rate 0.9% among 370,000; purified proKLK7, EDANS-DABCYL substrate fluorescence; 100% is mature enzyme control, 0% vehicle; activation, % at 7 µM;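 active means activation above the mean of all tested compounds plus 3 SD, computed per campaign excluding outliers beyond control limits, cut at about 13% in these data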
# Starred values were filed as active, the others as inactive; i = inactive; . = not tested or not shown.
SMILES,Tn6 DDE FP,ADAM17 inh,ASAP1 inh,PLCg1 inh,LEDGF integ inh,DDE Tn7 FP inh,ADAM10 inh,ARFGAP1 inhibitor,TDP2 inh,KLK7 zymogen act
CCC(c1nnnn1Cc1ccc(F)cc1)N(CCCO)Cc1cc2cc3c(cc2[nH]c1=O)OCO3 (stereo not drawn),-6,-170,10,i,2,3,i,-1,1,26*
COc1ccc2sc(NC(C)=O)nc2c1,7,2,3,1,0,3,-6,13,-1,-0.2
CC1CC(C)CN(c2nc3c(c(=O)n(C)c(=O)n3C)n2CCSc2nc3ccccc3o2)C1 (stereo not drawn),-2,0,-11,4,8,-1,3,5,1,0.2
CCOC(=O)/C=C1\CC(C(=O)OCC)Oc2c(OC)cccc21 (stereo not drawn),-7,-2,-10,-61,0,-3,-10,-2,-7,1.2
COc1ccccc1CNC(=O)C(C)n1cccc1C(=O)c1ccccc1 (stereo not drawn),-2,4,-5,0,2,0,6,-14,-2,-0.7
CCOC(=O)c1c(NC(=O)CN2C(=O)C(=O)N(CC(C)C)C2=O)sc(C)c1CC,6,2,-4,-2,10,-3,4,-2,6,-0.1
CN(C(=O)CSc1nnc(-c2ccc(Cl)cc2)n1C)C1CCS(=O)(=O)C1 (stereo not drawn),1,-5,-4,5,2,-5,-12,-5,5,0.1
O=C(NCCc1ccc(F)cc1)c1ccc2nccnc2c1,2,-7,-20,-19,-1,4,-26,3,7,0.0
O=C(NN1C(=O)C2C3C=CC(C3)C2C1=O)c1cccc(Cl)c1 (stereo not drawn),7,3,15,0,1,2,1,-2,0,-0.8
O=C(Cc1cccs1)N1CCC(c2nc3c(nnn3Cc3ccccc3Cl)c(=O)[nH]2)CC1,4,-4,9,18*,-2,5,8,1,5,0.9
O=C(/C=C/Nc1ccc(F)cc1Br)c1ccccc1,2,0,4,-2,0,-3,5,-2,-23,-0.5
CC(COc1ccc(Br)cc1)CN1CCC(C(O)(c2ccccc2)c2ccccc2)CC1 (stereo not drawn),3,6,.,2,-5,-8,-1,.,-7,-0.2
COc1cccc(NC(=O)N2CCCC2C(=O)NC23CC4CC(CC(C4)C2)C3)c1 (stereo not drawn),3,-2,7,-2,4,-2,0,11,33*,-0.3
CCCCc1ccc(NC(=O)COC(=O)c2ccc3ncsc3c2)cc1,0,-1,16,-6,0,0,4,1,6,1.0
COCC(=O)Nc1cccc(-c2ccc3nncn3n2)c1,-7,-5,-12,-3,3,0,-1,-3,2,0.6
CC=CC1OCC(CC)C(CCC)O1 (stereo not drawn),-6,3,2,1,1,0,-15,14,-7,-0.2
CCCCN(C(=O)c1ccc([N+](=O)[O-])s1)c1c(N)n(CCCC)c(=O)[nH]c1=O,0,-2,9,-1,-7,0,-7,-9,-11,-0.7
CC(C)C[C@H](NC(=O)c1[nH]cnc1C(=O)N[C@@H](Cc1ccccc1)C(=O)OC(C)(C)C)C(=O)OCc1ccccc1,-5,7,9,2,2,10,13,-2,-6,0.0
CCOC(=O)C1=C(COC(=O)CNS(=O)(=O)c2ccc(C)cc2)NC(=O)NC1C (stereo not drawn),-3,0,6,3,3,-5,-8,1,-5,0.1
CCOC(=O)c1[nH]cnc1C(=O)Nc1cccc(N)n1,-5,-4,6,0,-1,0,3,3,-5,0.3
CCOC(=O)C1CCN(C(=O)c2sc3nc(C)nc(N4CCC(C)CC4)c3c2C)CC1,5,-6,-5,-4,-1,3,-9,9,-1,0.7
CC(O)CNC1c2ccccc2CC1O (stereo not drawn),0,-3,-2,-1,-4,-4,-8,-5,-5,-0.4
CCOC(=O)C1=C(N)n2c(s/c(=C\c3cccnc3)c2=O)=C(C(=O)OC)C1c1cccnc1 (stereo not drawn),3,-1,2,-4,-3,10,7,1,-6,0.9
Cc1c(NC(=S)NC(=O)c2ccco2)c(=O)n(-c2ccccc2)n1C,-3,-5,1,-3,0,8,5,0,5,-0.1
O=C(NCc1cccnc1)C(=O)N/N=C/c1ccc([N+](=O)[O-])cc1,-1,-3,1,2,-4,-4,-10,12,2,0.5

# Further structures:
SMILES,Tn6 DDE FP,ADAM17 inh,ASAP1 inh,PLCg1 inh,LEDGF integ inh,DDE Tn7 FP inh,ADAM10 inh,ARFGAP1 inhibitor,TDP2 inh,KLK7 zymogen act
Cc1cc2c(c(N)n1)c(=O)oc1ccccc12,4,-82,2,-11,0,-6,-335,5,-16,1.1
COC(=O)N/N=C/c1cn(Cc2ccccc2Cl)c2ccccc12,-9,6,12,3,0,-6,11,11,-6,0.1
CCc1ccccc1NC(=O)c1ccc(NS(C)(=O)=O)cc1,0,-2,0,1,1,5,-2,2,-1,1.1
CN(CC(=O)Nc1ccc(N2CCOCC2)cc1)C(=O)CCNC(=O)c1ccc(Br)cc1,-2,-4,-14,0,2,3,10,-1,-12,-0.4
COCCCn1c(C)cc(C(=O)COC(=O)C23CC4CC(CC(O)(C4)C2)C3)c1C,4,-2,1,-4,4,-9,0,6,3,0.2
COC(=O)c1cc(Cl)ccc1NCC(N)c1ccccc1 (stereo not drawn),2,i,-3,-381,3,-5,i,-5,0,18*
CCN(CC)CCCNC(=O)c1cn(CC)c2ccc(S(=O)(=O)N(C)C3CCCCC3)cc2c1=O,-7,0,-1,6,2,-5,0,-2,9,0.2
CCCN1CCN(C(=O)c2oc3ccccc3c2NC(=O)C2CC2)CC1,-3,-4,-8,-1,-1,1,-11,0,11,-0.4
COc1ccc(-c2cc3cc(C(=O)O)ccn3c2C(=O)c2ccccc2)cc1,1,-2,-8,-40,8,6,1,-13,-12,-0.6
O=C(O)c1ccc(CSc2n[nH]c(-c3ccco3)n2)cc1,-3,-3,9,8,10,-6,-2,0,10,0.8
COc1ccc(C(=O)OCCN2CCOCC2)cc1OC,-4,-2,12,0,-2,-3,0,-4,5,0.0
NC(=O)COc1ccc(-c2noc(COc3ccccc3[N+](=O)[O-])n2)cc1,6,-5,8,-2,-1,9,-11,-8,2,0.8
Cc1ccc(C)c(-c2[nH]ncc2CN2CCCC(CO)(Cc3ccccc3C)C2)c1 (stereo not drawn),4,-4,6,0,-2,-1,0,-3,-7,-0.6
Cn1c(N2CCCC2)nc2c1c(=O)n(Cc1ccc(Cl)cc1)c(=O)n2C,-2,-2,7,0,-2,-1,-4,-3,5,0.5
COc1ccc(NC(=O)CSc2nnc(Cn3nnc4ccccc43)n2C)cc1,-2,-5,-11,1,1,3,-5,-10,2,-0.3
NS(=O)(=O)c1ccc(NC(=O)c2ccc3c(c2)CCCC3)cc1,1,-3,-3,-1,-3,3,1,-5,-17,-0.3
COc1ccc(Br)cc1CNC(=O)CCNC(=O)Cn1ccc2ccccc2c1=O,4,-4,-14,1,-1,9,1,0,-1,-0.2
Cc1nn(-c2ccccc2)c(C)c1/C=N\N1CCN(Cc2ccccc2Cl)CC1,4,2,.,1,2,-3,0,.,1,0.3
O=C(/C=C/c1ccccc1Cl)NC(=S)Nc1ccccc1C(=O)NC1CCCCC1,0,-1,1,2,2,-2,-6,3,-2,0.1
O=C(Cc1ccc([N+](=O)[O-])cc1)NCc1ccccn1,-5,-3,6,0,-6,2,-7,4,0,0.2
CN(C)c1ncnc2c1ncn2-c1ccccc1,-3,-2,0,1,-2,-3,-4,-16,3,-0.3
O=C(NCCCN1CCC(Cc2ccccc2)CC1)C1CCN(S(=O)(=O)N2CCC3(CC2)OCCO3)CC1,-2,0,-12,-3,1,-9,0,-4,15,0.3
CC(C)C[C@H]1C(=O)N2CCC[C@H]2[C@]2(O)O[C@](NC(=O)[C@@H]3C=C4c5cccc6[nH]c(Br)c(c56)CC4N(C)C3)(C(C)C)C(=O)N12 (stereo partly drawn),-3,-20,-9,-73,3,11,-68,5,9,0.4
O=C(NNC(=O)C1CC1)c1cc2cc3ccccc3nc2s1,-3,-17,-8,-17,3,-8,-74,8,-11,2.2
O=C(Nc1ccc(Cl)cc1)Nc1nnc(Cc2ccc([N+](=O)[O-])cc2)s1,5,-2,-1,4,-5,1,-4,4,-6,0.5

# Next results
SMILES,Tn6 DDE FP,ADAM17 inh,ASAP1 inh,PLCg1 inh,LEDGF integ inh,DDE Tn7 FP inh,ADAM10 inh,ARFGAP1 inhibitor,TDP2 inh,KLK7 zymogen act
O=C1NC(CCc2ccccc2)C(=O)N1Cc1ccccc1Cl (stereo not drawn),8,1,-1,3,3,-7,0,0,-14,-0.2
O=C(NCCc1ccccc1)C(=O)NCC1OCCN1S(=O)(=O)c1cc(F)ccc1F (stereo not drawn),-1,-4,-1,0,0,2,1,-4,11,0.2
O=C(Nc1nnc(SCc2ccccc2F)s1)C1=COCCO1,-5,2,-4,-5,-2,-8,-4,-1,7,-0.7
COc1ccc(S(=O)(=O)Nc2nc3ccccc3nc2NCC2CCCO2)cc1 (stereo not drawn),-2,-117,-11,-70,2,0,-303,-2,-10,4.9
CCOC(=O)C(Sc1nnc(-c2ccncc2)o1)C(C)=O (stereo not drawn),-4,-2,1,2,-1,-7,1,-4,4,0.5
O=C(COC(=O)c1cccnc1Cl)NC(=O)NC1CCCCC1,4,-1,-7,-2,3,2,-4,-6,2,0.5
COc1ccc(CC(N)c2csc(NC(=O)c3cccc(OC(F)(F)F)c3)n2)cc1 (stereo not drawn),0,4,-9,-2,11,0,6,-12,3,0.2
Cc1ccc2oc(C(=O)N3CCN(c4cccc(C)n4)CC3)c(C)c2c1,-9,2,-2,-2,0,4,4,-11,8,1.0
CCN(C(=O)COC(=O)c1cccnc1Nc1ccccc1F)C1CCS(=O)(=O)C1 (stereo not drawn),-1,3,-12,0,5,2,15,-1,-8,-0.9
COC(=O)c1sc(NC(=O)c2ccc(OC)cc2OC)nc1C,12,5,1,-1,-1,4,2,7,3,0.2
O=C1CC(c2ccccc2)CC(=NCCO)/C1=C(\O)CCCN1C(=O)c2ccccc2C1=O (stereo not drawn),-1,0,21,3,3,0,10,-4,-4,0.3
C[C@@H]1C(=O)N(c2ccccc2)[C@@H]1c1ccncc1,-4,-4,-4,0,-3,0,-14,-6,6,0.6

# 3 entries from above, sorted by SMILES length, descending.
SMILES,Tn6 DDE FP,ADAM17 inh,ASAP1 inh,PLCg1 inh,LEDGF integ inh,DDE Tn7 FP inh,ADAM10 inh,ARFGAP1 inhibitor,TDP2 inh,KLK7 zymogen act
O=C(NCCc1ccccc1)C(=O)NCC1OCCN1S(=O)(=O)c1cc(F)ccc1F (stereo not drawn),-1,-4,-1,0,0,2,1,-4,11,0.2
CCN(C(=O)COC(=O)c1cccnc1Nc1ccccc1F)C1CCS(=O)(=O)C1 (stereo not drawn),-1,3,-12,0,5,2,15,-1,-8,-0.9
COC(=O)c1sc(NC(=O)c2ccc(OC)cc2OC)nc1C,12,5,1,-1,-1,4,2,7,3,0.2
